High-throughput results: PubChem, Broad Institute
LGR2 inh: blocks bursicon-induced cAMP signaling via Drosophila LGR2; inhibition, % at 9.99 µM; 380,000 tested, 0.35% active; HEK293 LGR2, CRE-luciferase, bursicon-stimulated, 4 h;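 active means drop in luminescence signal, shown as inhibition above about 50% in the replicate tests, limit read from the data, passing the limit was not always enough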;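 further: agonist challenge used bursicon conditioned medium at about half maximal strength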
Statin myotox sup: suppression of simvastatin myotoxicity | C2C12 myotubes + simvastatin, ATP luminescence, 48 h; scaled: DMSO 0, geranylgeraniol control 100 | rescue of ATP level, % at 7.49 µM | 330,000 tested, 0.78% active;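 active means mean ATP rescue above about 67%, or every replicate alone reaching that limit, limit read from the data, passing the limit was not always enough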;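 further: myotubes were challenged with 10 µM simvastatin during compound exposure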
PAX8 inh HTS: PAX8 transcriptional activity inhibition | RMG-I TPO-luciferase reporter, SteadyGlo, 24 h | inhibition, % at 12.6 µM | 360,000 tested, 1.2% active | AID 652154;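 active means mean replicate inhibition at least 60% with every replicate also reaching 60%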;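 further: luciferase light reporting Pax8 driven TPO promoter activity; plate controls were median of neutral control wells for no effect and mitoxantrone controls for full effect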
Cneo AK release: Cryptococcus neoformans lysis via adenylate kinase release; C. neoformans lysis, adenylate kinase release luminescence, 4 h; normalised: neutral wells 0, clomiphene wells 100; lysis activity, % at 15 µM; 360,000 tested, 0.2% active; AID 651654;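 active means mean lysis activity across replicates of at least 80%, whatever share of replicates individually reach that level; inactive means mean lysis activity below 80%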
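Material: C. neoformans cells; Schedule: 4 h static compound exposure, 37 °C, read 1 h post-reagent; Measured by: adenylate kinase release luminescence; Read-out: signal increase indicating cell lysis; Controls: Clomiphene as positive lysis control.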
PglD DTNB: inhibitors of Campylobacter jejuni PglD acetyltransferase; purified PglD enzyme, DTNB colorimetric CoA detection; inhibition, % at 12.5 µM; 360,000 tested, 0.098% active; in the data active means inhibition above about 16%, passing the limit was not always enough; further: strong numbers were not always called active
ARNT-TACC3 inh: disruptors of human ARNT/TACC3 interaction | Q9Y6A5 | AlphaScreen His-ARNT PAS-B/GST-TACC3 binding, luminescence; TACC3 fragment carries E629A point mutation | inhibition, % at 9.99 µM | 390,000 tested, 0.66% active;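 active means mean inhibition of replicates at least 50% and at least half of replicates each reaching 50%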;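 further: 0% = complete ARNT plus TACC3 wells and 100% = ARNT alone without TACC3; many hits fall short of the cut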
PGC1a acetyl inh: modulators of PGC1a acetylation; inhibition, % at 15.6 µM; U2OS PGC1a acetylation, AlphaScreen anti-acetyl-lysine; with virally co-expressed GCN5 acetyltransferase; 350,000 tested, 0.17% active;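 active means every replicate shows inhibition of at least 40%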;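 further: 0% = neutral control wells and 100% = positive control wells; some results beyond the cut were filed as inactive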
GSIS activator: GLuc luminescence reporter in INS-1E cells, primary screen for activators of glucose-dependent secretion of insulin; INS-1E GLuc reporter insulin secretion, 2-3 h; activation, % at 16.6 µM; 370,000 tested, 0.61% active; AID 743287;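 active means lowest replicate activation of at least 40%, so every replicate reaches that level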;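 further: 0% = median of neutral control wells and 100% = median of IBMX positive control wells; some compounds called inactive have numbers as strong as hits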
An asterisk follows results filed as active; · = not tested or not shown.

Every second line gives: LGR2 inh	Statin myotox sup	PAX8 inh HTS	Cneo AK release	PglD DTNB	ARNT-TACC3 inh	PGC1a acetyl inh	GSIS activator
COc1ccc(CCNC(=O)CSc2nc(O)c(C(C)C)c(=O)[nH]2)cc1OC
→ -7	12	·	0	3	2	-9	1
Cn1c(=O)c2c(nc(CN3CCN(c4ccccc4)CC3)n2Cc2c(F)cccc2Cl)n(C)c1=O
→ ·	1	14	0	4	12	·	·
CCOC(=O)c1ccc(COC(=O)CCc2nc(-c3ccccc3)c(-c3ccccc3)o2)cc1
→ ·	19	·	-1	-3	6	-22	·
COc1ccc(C(=O)CC(=O)c2ccc(OC)cc2)cc1
→ -11	4	5	5	-2	-4	-7	3
Cc1ccc(-c2noc(CCC(=O)Nc3cccc(C(=O)NC4CC4)c3)n2)cc1
→ -4	-5	-7	-1	2	·	10	20
O=C(NCc1ccccc1)[C@@H]1CSC2c3ccccc3C(=O)N21 (some centres not stated)
→ 6	3	·	9	0	-25	-9	-5
Cc1ccc(-n2nnnc2SCC(=O)N2CCCCC2)cc1
→ ·	-1	-2	0	-1	-9	-1	·
C[C@@H]1CN([C@@H](C)CO)C(=O)c2cccc(NS(=O)(=O)c3cccs3)c2O[C@H]1CN(C)C(=O)Nc1ccc2c(c1)OCO2
→ -11	1	·	0	-2	-11	2	29
CCn1c2ccccc2c2cc(NC(=O)C(=O)NCC3CCCO3)ccc21 (configuration not stated)
→ -5	-7	14	2	-4	-1	-24	-6
C=CCn1c(SCC(=O)N(C)C)nc2cc(C(=O)O)ccc2c1=O
→ 9	·	-5	·	·	-3	9	-2
CCCCOc1ccc(NC(=O)CN2CCN(Cc3ccccc3)CC2)cc1
→ -36	-20	14	-1	-6	4	·	-26
CCC(=O)N1[C@H](C(=O)N(C)C)[C@@H](CO)[C@@H]2Cn3c(ccc(-c4ccc(F)cc4)c3=O)[C@@H]21
→ 19	-8	·	-2	0	2	·	6
CCOC(=O)C1=C(CC)Nc2ccccc2N=C1NC(=O)c1cccc(S(=O)(=O)N2CCCC2)c1
→ 8	-12	·	-1	1	0	-15	-19
CCC(=O)Nc1cc2nn(-c3ccccc3)nc2cc1Cl
→ ·	-8	-259	-1	-1	-6	-6	·
C[C@@H]1CN([C@@H](C)CO)C(=O)Cc2cc(NC(=O)Cc3ccccc3)ccc2O[C@@H]1CN(C)C(=O)Nc1ccc(F)cc1
→ -12	13	4	-2	-6	4	0	2
COCCNC(=O)C1(C)CCCN(Cc2ccc(Oc3ccccc3)cc2)C1 (configuration not stated)
→ 7	-18	17	-1	-4	·	-9	8
Cc1c(C(=O)Nc2cccc(Cl)c2)c2ccccn2c1CCc1ccncc1
→ -55	·	0	·	·	3	·	-7
C=CCn1c(NCc2ccc(OC)cc2O)nc2ccccc21
→ -60	2	-87	-3	1	-3	-7	-4
O=C(COC(=O)COc1ccccc1F)Nc1cccc(S(=O)(=O)N2CCCCC2)c1
→ 0	8	0	-1	0	15	-13	-1
O=C(CCNC(=O)c1ccc(Br)cc1)Nc1ccccc1N1CCCCC1
→ -8	-8	-12	·	0	1	-10	-68
CC(C)Oc1ccc(/C(O)=C2/C(=O)C(=O)N(Cc3cccnc3)C2c2ccco2)cc1 (configuration not stated)
→ ·	·	·	-10	-8	-2	-2	·
CC(C)(C)N1CC(C(=O)Nc2cccc(Cl)c2Cl)CC1=O (configuration not stated)
→ ·	17	4	0	-6	38	9	·
COc1ccc(S(=O)(=O)N(C)CC(=O)N2CCC(C)CC2)cc1Cl
→ 7	27	·	0	4	-1	-2	2
COc1ccc(CSCCN)cc1Cl
→ ·	-2	·	4	3	-8	-7	·
COc1ccc(S(=O)(=O)N[C@@H]2C=C[C@@H](CC(=O)NCc3ccccc3F)O[C@H]2CO)cc1
→ 11	-1	-19	4	-4	·	-2	-1
CN(C)c1ccc(CNC(=O)/C=C/[C@H]2O[C@@H](n3ccc(=O)[nH]c3=O)[C@H](O)[C@@H]2O)cc1
→ 11	-1	10	-1	-1	·	-8	·
O[C@@H]1CN(Cc2ccc(-n3cccn3)cc2)CC[C@H]1N1CCN(c2ccccc2F)CC1
→ 17	8	-2	-1	-3	5	10	-26
O=C(COC(=O)/C=C/c1ccc(S(=O)(=O)N2CCOCC2)cc1)Nc1ccccc1F
→ 14	5	8	0	0	0	12	18
COCCCn1c(CCC(=O)O)ccc1-c1cccs1
→ ·	11	·	1	6	-1	8	·
O=C(CSc1nc(CCC2CCCC2)nc2ccccc12)NCc1ccc2c(c1)OCO2
→ -55	13	1	115*	-1	·	-2	-2

Ordered by value in PglD DTNB (high to low): five of the compounds above.
Structure	LGR2 inh	PglD DTNB	ARNT-TACC3 inh	PGC1a acetyl inh	GSIS activator
COCCCn1c(CCC(=O)O)ccc1-c1cccs1	·	6	-1	8	·
COc1ccc(CSCCN)cc1Cl	·	3	-8	-7	·
C=CCn1c(NCc2ccc(OC)cc2O)nc2ccccc21	-60	1	-3	-7	-4
CCC(=O)N1[C@H](C(=O)N(C)C)[C@@H](CO)[C@@H]2Cn3c(ccc(-c4ccc(F)cc4)c3=O)[C@@H]21	19	0	2	·	6
COc1ccc(S(=O)(=O)N[C@@H]2C=C[C@@H](CC(=O)NCc3ccccc3F)O[C@H]2CO)cc1	11	-4	·	-2	-1

Next results
Every second line gives: LGR2 inh	Statin myotox sup	PAX8 inh HTS	Cneo AK release	PglD DTNB	ARNT-TACC3 inh	PGC1a acetyl inh	GSIS activator
O=C1CCc2cc(S(=O)(=O)NC(C(=O)N3CCN(c4ccccn4)CC3)c3ccccc3)ccc2N1 (configuration not stated)
→ 7	·	-2	·	·	-1	5	3
COc1ccc(NC(=O)Nc2ccc3c(c2)C(=O)N([C@H](C)CO)C[C@@H](C)[C@H](CN(C)S(=O)(=O)c2ccc(Cl)cc2)OCCCC[C@H](C)O3)cc1
→ -3	·	4	-13	-3	-1	-17	15
CCOc1ccc2[nH]c(=O)c(CN(CCO)C(=O)c3ccccc3F)cc2c1
→ ·	-2	·	-1	1	11	0	·
CO[C@@H]1CN(C)C(=O)c2cc(NC(=O)c3ccc(F)cc3)ccc2OC[C@H](C)N(C(=O)c2ccc(F)cc2)C[C@H]1C
→ -10	-9	6	-15	1	·	1	-35
CC(C)(OC(=O)c1ccc(F)cc1)c1cc2ccccc2c(=O)o1
→ 10	11	13	-1	1	-9	0	5
COc1ccc(OC)c2[nH]c(C(=O)N/N=C/c3ccccc3O)cc12
→ 3	-19	42	-1	-4	5	·	6
O=C(c1cccc(S(=O)(=O)N2CCc3ccccc32)c1)N1CCc2ccccc2C1
→ 12	-11	22	0	5	-8	-6	·
COc1ccccc1C(=O)N1N=C(c2ccc(NS(C)(=O)=O)cc2)CC1c1cccs1 (configuration not stated)
→ -17	11	-15	-1	-4	-1	-4	8
O=C(CSc1nc2ccccc2c(=O)n1-c1ccc(OC(F)F)cc1)NC1CC1
→ -10	29	7	-1	2	-6	-5	9
Cc1nc2ccccc2c(=O)n1NC(=O)c1ccc(Cl)cc1
→ 7	3	-7	-2	·	7	-2	0
CC(=O)Nc1ccc(S(=O)(=O)N2CCN(Cc3cccnc3)CC2)cc1
→ 12	15	·	0	4	2	-6	3
CCOC(=O)COc1ccc(C(=O)CC)cc1OC
→ -29	11	10	0	-3	·	-11	-4
O=C(C[C@H]1CC[C@H]2[C@@H](COC[C@H](O)CN2C(=O)c2cnccn2)O1)NCc1ccc(Cl)cc1
→ -15	-3	-14	-1	-2	4	12	9
c1ccc(CN=C2NN=C(c3ccccc3)CS2)cc1
→ -64	-5	-120	-3	-4	26	-11	-1
CC(C)CN1CCN(Cc2cccn2-c2ccc(Cl)cn2)CC1CCO (configuration not stated)
→ -10	·	9	·	·	-12	-5	2
CC(C)NC(=O)C1(C)CCN1Cc1ccc(-c2ccccc2)cc1 (configuration not stated)
→ -1	1	19	-7	4	·	·	3
O=C(N[C@@H]1C=C[C@@H](CC(=O)N2CCCCC2)O[C@H]1CO)c1ccc2c(c1)OCO2
→ 0	4	-14	-12	-2	-1	2	11
O=C(c1ccccc1)C(CCC(CN1CCOCC1)C(=O)c1ccccc1)CN1CCOCC1 (configuration not stated)
→ ·	3	·	-2	-2	8	-33	·
CC(OC(=O)CN1C(=O)C2C3C=CC(C4CC34)C2C1=O)C(=O)c1ccccc1 (configuration not stated)
→ 8	-9	18	-4	2	7	4	-4
Cc1cc(C)n(-c2ccc(C(=O)OCC(=O)Nc3ccc([N+](=O)[O-])cc3)cc2)n1
→ -27	·	6	-3	-2	-16	-5	-25
CCOC(=O)c1c(NC(=O)c2ccno2)c2cc([N+](=O)[O-])ccc2n1C
→ -19	·	-2	·	·	-1	·	-22
CCOC(=O)C1=CN(CC)CCC1=O
→ -11	14	-27	-2	3	-7	-12	10
COc1ccc(OC)c(S(=O)(=O)N2CCC(C(=O)NCc3ccccc3)CC2)c1
→ ·	1	-9	-3	-6	-5	-3	·
CC(C)C#Cc1ccc2c(c1)O[C@@H](CN(C)C(=O)c1ccccc1)[C@@H](C)CN([C@H](C)CO)S2(=O)=O
→ -9	19	-10	1	0	-1	-4	-21
C[C@@H]1CN([C@H](C)CO)C(=O)c2cc(-c3ccc(F)cc3)cnc2O[C@@H]1CN(C)CC1CCOCC1
→ -7	5	1	3	-3	-3	4	27

Limited to PGC1a acetyl inh, PglD DTNB and ARNT-TACC3 inh, for some of the entries so far:
SMILES	PGC1a acetyl inh	PglD DTNB	ARNT-TACC3 inh
CO[C@@H]1CN(C)C(=O)c2cc(NC(=O)c3ccc(F)cc3)ccc2OC[C@H](C)N(C(=O)c2ccc(F)cc2)C[C@H]1C	1	1	·
CC(C)(OC(=O)c1ccc(F)cc1)c1cc2ccccc2c(=O)o1	0	1	-9

Sorted by count of non-hydrogen atoms (smallest number first): 3 of the compounds above
Every second line gives: LGR2 inh	Statin myotox sup	PAX8 inh HTS	Cneo AK release	PglD DTNB	ARNT-TACC3 inh	PGC1a acetyl inh	GSIS activator
CCOC(=O)c1c(NC(=O)c2ccno2)c2cc([N+](=O)[O-])ccc2n1C
→ -19	·	-2	·	·	-1	·	-22
CCOc1ccc2[nH]c(=O)c(CN(CCO)C(=O)c3ccccc3F)cc2c1
→ ·	-2	·	-1	1	11	0	·
COc1ccc(OC)c(S(=O)(=O)N2CCC(C(=O)NCc3ccccc3)CC2)c1
→ ·	1	-9	-3	-6	-5	-3	·
